ATG4B inh: blocks human ATG4B protease cleavage of LC3 substrate | Q9Y4P1 | ATG4B cleavage of LC3-PLA2, NBD-HPC fluorescence, 1 h | inhibition, % at 8.33 µM | 340,000 compounds, 0.51% hits | AID 504462; in the data active means inhibition above about 40%
Target sequence (Q9Y4P1 whole entry, looked up): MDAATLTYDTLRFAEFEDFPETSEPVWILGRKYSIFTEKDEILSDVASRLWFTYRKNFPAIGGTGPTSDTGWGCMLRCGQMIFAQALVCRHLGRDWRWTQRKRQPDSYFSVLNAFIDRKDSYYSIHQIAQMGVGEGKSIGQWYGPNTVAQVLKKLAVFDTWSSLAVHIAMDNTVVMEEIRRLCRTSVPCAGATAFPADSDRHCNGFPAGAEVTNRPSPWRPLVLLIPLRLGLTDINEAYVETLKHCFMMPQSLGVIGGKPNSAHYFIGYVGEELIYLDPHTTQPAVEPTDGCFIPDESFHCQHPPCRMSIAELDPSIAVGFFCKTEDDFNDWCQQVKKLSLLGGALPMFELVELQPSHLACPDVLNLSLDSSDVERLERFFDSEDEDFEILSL
beta cell repl: induces beta-cell replication in MIN6 cells | MIN6 cells proliferation, ATPlite luminescence, 48 h; cells starved in 0.2% serum; 100% = growth in 10% serum | proliferation, % at 10 µM | 330,000 compounds, 0.29% hits | AID 2380;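 active means compounds whose signal lies at least 3.5 SD above the mean of all wells on their plate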;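 further: 0% = DMSO-treated cells in low-serum medium and 100% = 10% serum control; some compounds called inactive have numbers as strong as hits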
mIAP inh: blocks mouse intestinal alkaline phosphatase. inhibition, % at 10 µM. 330,000 compounds, 0.2% hits. AID 2806. purified mouse IAP, CDP-Star luminescence, 30 min;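 active means inhibition of at least 40% at 10 µM in the primary screen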;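 further: plate controls were DMSO with enzyme for no effect and no enzyme wells for full effect; values of inactives mirror those of a sister screen read the other way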
A3G deaminase: inhibitors of human APOBEC3G DNA deaminase | Q9HC16 | recombinant A3G, ssDNA deamination FAM/TAMRA fluorescence | inhibition, % at 20 µM | 330,000 compounds, 0.28% hits | AID 493012;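 active means inhibition of at least 40% at 20 µM, with no more than 30% in the related APOBEC3A deaminase screen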;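 further: plate controls were DMSO wells with A3G for no effect and wells lacking A3G enzyme for full effect; some compounds called inactive have numbers as strong as hits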
Target sequence (Q9HC16 whole entry, looked up): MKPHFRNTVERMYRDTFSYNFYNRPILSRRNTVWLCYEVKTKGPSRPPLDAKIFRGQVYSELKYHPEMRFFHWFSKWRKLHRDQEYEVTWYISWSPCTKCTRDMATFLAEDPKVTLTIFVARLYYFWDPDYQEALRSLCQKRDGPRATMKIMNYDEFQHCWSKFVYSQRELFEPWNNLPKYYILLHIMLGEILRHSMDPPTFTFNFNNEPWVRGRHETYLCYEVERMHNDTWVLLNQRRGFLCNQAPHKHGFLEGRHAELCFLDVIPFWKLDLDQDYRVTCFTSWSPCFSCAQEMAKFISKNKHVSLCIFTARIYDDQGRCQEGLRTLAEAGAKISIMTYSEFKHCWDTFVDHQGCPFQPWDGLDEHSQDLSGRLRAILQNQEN
hIAP inh: blocks human intestinal alkaline phosphatase; AID 2544; purified IAP, CDP-Star luminescence, 30 min; inhibition, % at 10 µM; P09923; 330,000 compounds, 0.12% hits;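 active means inhibition reaching a set limit with compound at 10 µM in the primary screen, cut at about 35% in these data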;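 further: plate controls were DMSO wells with enzyme for no effect and no-enzyme buffer wells for full effect; values of inactives mirror those of a sister screen read the other way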
hIAP activ: human IAP activation; P09923; purified human IAP, CDP-Star luminescence, 30 min; stronger effect = higher value; 1 = vehicle-only enzyme, 0 = enzyme-free background; activation factor at 10 µM; 330,000 compounds, 0.16% hits; AID 2524;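 active means activation factor of the enzyme at least 2-fold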; further: the source names both 10 and 20 µM as test concentration; values of inactives mirror those of a sister screen read the other way
A3A deaminase: blocks human APOBEC3A ssDNA deamination | recombinant A3A, FAM/TAMRA ssDNA deamination fluorescence | 330,000 compounds, 0.41% hits | inhibition, % at 20 µM;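 active means at least 40% inhibition at 20 µM here, with at most 30% in a related deaminase screen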;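 further: plate controls were A3A with DMSO for no effect and wells lacking A3A enzyme for full effect; some results filed as inactive read as strong as hits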
Target sequence (P31941 whole entry, looked up): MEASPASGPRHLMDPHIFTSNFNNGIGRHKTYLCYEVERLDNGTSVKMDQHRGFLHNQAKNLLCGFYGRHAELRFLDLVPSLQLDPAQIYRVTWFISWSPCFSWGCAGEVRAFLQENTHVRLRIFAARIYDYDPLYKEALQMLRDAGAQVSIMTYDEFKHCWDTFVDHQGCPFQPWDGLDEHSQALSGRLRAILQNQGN
MPTP block: permeability transition pore inhibition. isolated mouse mitochondria, Ca2+ swelling absorbance, 30 min. 360,000 compounds, 1.4% hits. inhibition, % at 10 µM;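 active means inhibition of 50% or more, scaled per plate between neutral and stimulator controls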;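 further: 0% = DMSO wells given calcium and 100% = 1 mM EGTA wells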
mIAP act: increases mouse intestinal alkaline phosphatase activity; AID 2805; muIAP, CDP-Star luminescence, 30 min; stronger effect = higher value; 1 = vehicle-only enzyme signal, 0 = enzyme-free wells; 330,000 compounds, 0.24% hits; activation factor at 10 µM;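 active means activation factor of at least 2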; further: the source names both 10 and 20 µM as test concentration; values of inactives mirror those of a sister screen read the other way
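Assay system: mouse IAP enzyme; Reagent: CDP-Star chemiluminescent phosphatase substrate; Compound: DMSO-dissolved test compounds; Incubation: 30 min, room temperature; Technique: luminescence from enzymatic CDP-Star hydrolysis; Controls: DMSO-only wells and no-enzyme negative control.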
The depositor's hits bear a star; · = no result given.

SMILES | ATG4B inh | beta cell repl | mIAP inh | A3G deaminase | hIAP inh | hIAP activ | A3A deaminase | MPTP block | mIAP act
CCCC(=O)Nc1ccc2c(c1)C(=O)NC2=O | -6.3 | 1.8 | 6.7 | 0.4 | 11.2 | 0.888 | 0.0 | -3.4 | 0.933
O=C(/C=C/c1c[nH]c2ccccc12)c1cccc2ccccc12 | -1.8 | -5.6 | 0.2 | -8.2 | 16.7 | 0.833 | 3.6 | 11.9 | 0.998
CCC(C)(C)NC(=O)CN(Cc1cccs1)C(=O)C(=O)Nc1ccc2c(c1)OCCO2 | -6.9 | 1.9 | -2.5 | -2.5 | 4.8 | 0.952 | -5.9 | -1.3 | 1.02
C=CCNCCOc1c(C)cc(C)cc1Cl | -6.4 | 0.0 | 0.9 | -7.8 | 6.8 | 0.932 | 0.5 | -0.1 | 0.991
Cc1ccc(N2C(=O)CC(C3CCCO3)C2=O)cc1 (stereo not drawn) | -1.0 | -3.2 | -2.7 | -3.5 | -11.4 | 1.11 | -2.7 | -0.5 | 1.03
CC(OC(=O)c1ccc(-c2ccc(O)cc2)cc1)C(=O)NC1CCCCC1C (stereo not drawn) | 10.1 | -5.4 | 3.0 | -8.4 | -0.7 | 1.01 | 1.0 | -2.2 | 0.97
CCN(C(=O)CN1CCN(Cc2ccccc2)CC1)c1c(N)n(Cc2ccccc2)c(=O)[nH]c1=O | 3.5 | -0.9 | -2.8 | -5.4 | -2.1 | 1.02 | -3.2 | -0.8 | 1.03
Cc1ccc(S(=O)(=O)Nc2cccc(C(=O)N3CCOCC3)c2)cc1 | -3.3 | 2.3 | -4.7 | -9.9 | -5.5 | 1.05 | -1.7 | -1.1 | 1.05
COc1ccc(C/C(C)=N/NC(=S)Nc2ccc(Cl)cc2)cc1 | -4.1 | -0.1 | 5.6 | -5.2 | -5.4 | 1.05 | 1.8 | 2.1 | 0.944
O=C(CSc1nnnn1C1CCCC1)NCc1cccs1 | 3.4 | 0.6 | 3.9 | 5.5 | 8.5 | 0.915 | 7.8 | -1.1 | 0.961
Cc1ccc(NC(=O)CN(C)S(=O)(=O)c2ccc3c(c2)n(C)c(=O)c(=O)n3C)c(C)c1 | -1.8 | -0.1 | 3.3 | -7.0 | 3.0 | 0.97 | -4.3 | -2.5 | 0.967
CC(=O)Nc1ccc(S(=O)(=O)N2CCC(C(=O)N[C@@H](Cc3ccccc3)C(=O)O)CC2)cc1 | -13.0 | -3.4 | 0.1 | -5.7 | 3.6 | 0.964 | 0.1 | -0.9 | 0.999
COc1ccc([N+](=O)[O-])cc1NC(=O)C(C)N1CCCC1 (stereo not drawn) | -7.2 | 0.0 | 6.1 | -4.1 | -1.6 | 1.02 | -0.4 | -0.4 | 0.939
Cc1noc(C)c1S(=O)(=O)N1CCN(S(=O)(=O)c2ccccc2C#N)CC1 | -6.2 | -3.6 | -7.5 | -4.6 | -7.3 | 1.07 | 13.8 | -1.7 | 1.07
CCCCCc1nnc(NC(=O)c2ccc(N3CCCC3=O)cc2)s1 | -2.2 | -2.9 | -1.2 | -2.2 | -10.5 | 1.1 | 1.6 | -0.7 | 1.01
CCN(CC(=O)NC1CCCC1)S(=O)(=O)c1ccc(Br)cc1 | -3.8 | 2.3 | 2.9 | -3.8 | 2.4 | 0.976 | -0.7 | 0.5 | 0.971
c1ccc(-c2nnsc2-c2nc3ccccc3[nH]2)cc1 | -12.1 | 2.1 | 8.2 | -8.7 | 10.9 | 0.891 | -1.3 | -1.1 | 0.918
Cc1ccccc1N1CCN(Cc2ccc(Br)o2)CC1 | 18.1 | -0.7 | -0.4 | -4.3 | 4.4 | 0.956 | 0.3 | 0.2 | 1
O=C(c1ccc(-c2ccccc2)cc1)c1ccc([N+](=O)[O-])cc1 | · | 0.0 | 7.0 | -5.6 | -2.4 | 1.02 | -3.7 | · | 0.93
Nc1ccccc1C(=O)NCC1(c2ccccc2)CCCC1 | 2.4 | -2.5 | -2.7 | -1.7 | -3.5 | 1.03 | 1.6 | -0.6 | 1.03
O=C(NNc1cc(N2CCOCC2)nc(N2CCOCC2)n1)c1ccc([N+](=O)[O-])cc1 | 6.8 | -2.1 | 13.3 | -9.4 | 3.7 | 0.963 | -2.9 | 0.6 | 0.867
COc1ccc(-c2cc(C(=O)Nc3c(C)n(C)n(-c4ccccc4)c3=O)no2)cc1OC | 0.8 | -0.8 | 3.3 | -6.6 | 13.2 | 0.868 | 0.4 | 1.2 | 0.967
O=C(NCCS(=O)CCNC(=O)C(F)(F)F)C(F)(F)F | -2.0 | -2.0 | 2.8 | -4.8 | 0.9 | 0.991 | 1.6 | 8.4 | 0.972
O=C(Cc1ccccc1)NCC(=O)N/N=C/c1cccnc1 | -5.3 | -1.9 | -4.5 | -6.9 | -3.7 | 1.04 | -2.3 | 1.5 | 1.04
O=C(NCC(c1cccnc1)N1CCN(c2ccccc2F)CC1)C1CCCCC1 (stereo not drawn) | -5.5 | -3.9 | -6.0 | -4.3 | -13.0 | 1.13 | -8.2 | -3.5 | 1.06
CCc1ccc(NC(=O)CC2S/C(=N/N=C3CCCCCC3)NC2=O)cc1 (stereo not drawn) | 13.2 | -4.5 | 18.6 | 7.0 | -4.4 | 1.04 | -9.7 | -1.3 | 0.814
O=C1CC(c2ccc(S(=O)(=O)NCc3ccncc3)cc2)CN1 (stereo not drawn) | -1.6 | -2.7 | 8.7 | 6.0 | 13.2 | 0.868 | 0.7 | -1.1 | 0.913
CC(Cc1ccccc1)Nc1ncnc2c1ncn2C1OC(CO)C(O)C1O (stereo not drawn) | -1.7 | 1.6 | 10.9 | 0.2 | 6.0 | 0.94 | 1.6 | -1.2 | 0.891
Cc1ccc(S(=O)(=O)Nc2ccccc2C(=O)OC(C)C(=O)Nc2ccc3ccccc3c2)cc1[N+](=O)[O-] (stereo not drawn) | -13.9 | -4.0 | 7.5 | -7.2 | 25.2 | 0.748 | -1.8 | 25.3 | 0.925
O=[N+]([O-])c1ccc(Nc2nc(Cl)nc(NCCO)n2)cc1 | 5.3 | -2.2 | -5.2 | -2.3 | -12.3 | 1.12 | -0.1 | -0.5 | 1.05
COc1cc(/C=N/NC(=O)c2cc(C3CC3)[nH]n2)ccc1O | 1.2 | -1.5 | 6.3 | 5.7 | 5.7 | 0.943 | -2.2 | 2.0 | 0.937
Cc1ccc(S(=O)(=O)NC2=NCN(CCc3ccccc3)CN2)cc1 | -9.2 | -2.5 | 3.3 | -1.9 | 2.8 | 0.972 | 1.7 | -0.1 | 0.967
O=C(Cc1ccccc1)N1CCN(S(=O)(=O)c2cccc([N+](=O)[O-])c2)CC1 | 5.7 | -3.8 | 2.7 | -10.2 | -7.8 | 1.08 | -4.2 | -0.5 | 0.973
O=c1c2ccccc2nc2n1C(CBr)CS2 (stereo not drawn) | -1.9 | -0.9 | 0.5 | -5.1 | 11.2 | 0.888 | -0.1 | 1.6 | 0.995
Cc1cc(NC(=O)CN2C(=O)NC3(CCCCCC3)C2=O)no1 | -2.1 | -2.2 | 5.0 | 1.5 | 11.8 | 0.882 | 6.3 | 0.0 | 0.95
CCCC(=O)Nc1nnc(CC(=O)N2CCCC2)s1 | -5.1 | -1.8 | 9.8 | 1.0 | -26.3 | 1.26 | 0.3 | 8.0 | 0.902

By substructure, the entries above containing a Cl atom (3)
SMILES | ATG4B inh | beta cell repl | mIAP inh | A3G deaminase | hIAP inh | hIAP activ | A3A deaminase | MPTP block | mIAP act
C=CCNCCOc1c(C)cc(C)cc1Cl | -6.4 | 0.0 | 0.9 | -7.8 | 6.8 | 0.932 | 0.5 | -0.1 | 0.991
COc1ccc(C/C(C)=N/NC(=S)Nc2ccc(Cl)cc2)cc1 | -4.1 | -0.1 | 5.6 | -5.2 | -5.4 | 1.05 | 1.8 | 2.1 | 0.944
O=[N+]([O-])c1ccc(Nc2nc(Cl)nc(NCCO)n2)cc1 | 5.3 | -2.2 | -5.2 | -2.3 | -12.3 | 1.12 | -0.1 | -0.5 | 1.05

Additional structures:
SMILES | ATG4B inh | beta cell repl | mIAP inh | A3G deaminase | hIAP inh | hIAP activ | A3A deaminase | MPTP block | mIAP act
Cc1cccc2c(=O)cc(C)n(CC(=O)N3CCCCC3)c12 | -12.1 | -2.9 | -4.4 | -1.5 | -2.9 | 1.03 | -1.8 | -0.1 | 1.04
O=C(CN1C(=O)C2C3CC(C(Br)C3Br)C2C1=O)OCC(=O)c1cccc([N+](=O)[O-])c1 (stereo not drawn) | -11.0 | -3.0 | 5.6 | -3.8 | -1.7 | 1.02 | 0.4 | 0.5 | 0.944
CCc1cccc2c(C#N)cn(CC(=O)NCCOC)c12 | -11.5 | -2.3 | -10.1 | -7.5 | -34.9 | 1.35 | -5.8 | 1.5 | 1.1
CC(C)CC(=O)N(c1ccc(F)cc1)C1C=CS(=O)(=O)C1 (stereo not drawn) | 0.1 | 0.6 | -1.5 | -7.2 | -2.5 | 1.02 | -3.4 | 1.0 | 1.01
Cn1nnc2cc(C(=O)NCCC3=CCCCC3)ccc21 | -14.8 | -0.1 | 5.6 | -8.0 | 12.3 | 0.877 | -2.9 | 1.5 | 0.944
CCC(=O)Nc1ccccc1Sc1ncnc2scc(-c3ccccc3)c12 | -1.4 | -1.3 | 10.6 | -4.1 | 4.7 | 0.953 | 0.1 | 0.7 | 0.894
CC(=O)NC1=NN(C(C)=O)C(c2cccs2)S1 (stereo not drawn) | -13.1 | 0.0 | -10.1 | -4.5 | -13.2 | 1.13 | -4.2 | -2.0 | 1.1
CCOc1ccc(CNC(=O)C2CCCN(S(=O)(=O)N3CC(C)CC(C)C3)C2)cc1OC (stereo not drawn) | 4.6 | -2.1 | 1.1 | -4.0 | -12.4 | 1.12 | -0.9 | -2.2 | 0.989
Cc1ccc(CSCC(=O)N2CCN(Cc3ccc4c(c3)OCO4)CC2)cc1 | -8.3 | 0.3 | -1.3 | -4.5 | -8.1 | 1.08 | -5.9 | -2.8 | 1.01
CN1CCN(c2nc(-c3ccccc3)ncc2S(=O)(=O)c2ccccc2)CC1 | 8.7 | 2.9 | -1.6 | -7.3 | -7.4 | 1.07 | 0.5 | -2.6 | 1.02
O=C(CN1C(=O)C2CC=CCC2C1=O)OCC(=O)c1ccc(Cl)c([N+](=O)[O-])c1 (stereo not drawn) | 0.4 | -5.8 | -2.7 | -9.9 | -28.8 | 1.29 | -3.1 | -1.5 | 1.03
CCC(C)NC(=O)c1nc2c(nnn2Cc2ccccc2Cl)c(=O)[nH]1 (stereo not drawn) | 7.9 | -2.5 | 1.1 | -5.3 | -11.6 | 1.12 | -5.6 | 2.0 | 0.989
CCCNC(=O)c1c[nH]c2ccc(S(=O)(=O)N(C)c3ccc(OCC)cc3)cc2c1=O | 1.1 | -3.4 | -5.0 | -4.4 | 1.1 | 0.99 | -3.1 | · | 1.05
CSc1ccccc1-c1n[nH]c(=S)o1 | 1.1 | -0.3 | 0.3 | 0.7 | -17.8 | 1.18 | 0.9 | 0.9 | 0.997
CCCN(CCC)CCCNC(=O)CC1Nc2ccccc2NC1=O (stereo not drawn) | -4.9 | -5.2 | -5.7 | -0.1 | -10.7 | 1.11 | 0.0 | -0.1 | 1.06
CCOc1ccc(N=Nc2c(=O)[nH]n3c(=O)cc(C)[nH]c23)cc1 | 9.1 | -2.4 | 24.1 | 3.7 | -67.2 | 1.67 | 3.7 | 0.9 | 0.759
CC(C)(C)c1nc2c(Br)cc(Br)cc2c(=O)o1 | 1.8 | -1.3 | 0.4 | -3.9 | -8.4 | 1.08 | -6.1 | 10.7 | 0.996

High-throughput results deposited in PubChem BioAssay by Sanford-Burnham Center for Chemical Genomics.
